TRHR enhancer: allosterically enhances the human TRH receptor. actives 0.66% (n = 360,000). TRHR cells, fluo-8 calcium fluorescence, EC20 TRH enhancement. enhancement, % at 2 µM; in the data active means enhancement above about 30%; further: 0% is about no effect
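TRHR-expressing cells loaded with fluo-8 calcium dye were read kinetically (ex 480/em 530) during compound addition, then stimulated with an EC20 of TRH (10 nM final). Enhancement of the Gq-mediated intracellular calcium response was scored.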
PI4K2A inh: PI4K2A (human) kinase inhibition | purified PI4K2A, ADP-Glo luminescence, 1 h; stronger effect = lower value | actives 0.13% (n = 420,000) | activity change, negative = inhibition, % at 76.9 µM | AID 1346378; in the data active means activity change below about -50%; inconclusive means mostly about -30% to -49%;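 further: -100% = wells without enzyme as full effect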
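In this quantitative HTS, ADP production by PI4K2A was quantified luminescently after 1 h at ambient temperature; 100 microM adenosine served as plate-quality control.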
TrxR1 substrate: rat thioredoxin reductase 1 substrate activity; O89049; purified TrxR1 substrate turnover, NADPH consumption readout; Potency, µM (series often up to 114 µM), inactives show at the top dose activity change, negative = substrate turnover; actives 0.01% (n = 390,000); further: potency means the concentration at half of the fitted maximal effect; on the % scale 0 is the no-effect control and ±100 the full control effect; nearly all actives have a fitted effect of over 50% in size
Target sequence (O89049 whole entry, looked up): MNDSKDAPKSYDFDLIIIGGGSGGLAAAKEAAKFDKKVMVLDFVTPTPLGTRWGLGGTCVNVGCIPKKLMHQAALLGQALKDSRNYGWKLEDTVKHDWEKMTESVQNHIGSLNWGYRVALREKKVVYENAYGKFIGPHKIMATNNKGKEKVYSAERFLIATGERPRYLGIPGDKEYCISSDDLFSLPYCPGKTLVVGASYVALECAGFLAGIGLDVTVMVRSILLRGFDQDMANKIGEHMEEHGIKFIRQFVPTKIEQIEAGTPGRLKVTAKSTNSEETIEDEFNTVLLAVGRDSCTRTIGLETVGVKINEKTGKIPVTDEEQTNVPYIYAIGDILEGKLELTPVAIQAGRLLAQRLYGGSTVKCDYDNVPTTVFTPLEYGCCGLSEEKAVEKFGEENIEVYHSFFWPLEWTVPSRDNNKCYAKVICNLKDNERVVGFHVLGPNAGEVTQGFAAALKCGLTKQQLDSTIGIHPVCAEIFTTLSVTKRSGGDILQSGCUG
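Rat TrxR1, dispensed at 90 nM, was prereduced with 400 uM NADPH (final) for 5 min at ~22 deg C, then incubated with compound 15 min before 400 uM selenite. A first-read NADPH fluorescence drop versus no-compound background flagged substrates.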
TRHR ag: activates the human TRH receptor; P34981; TRHR cells, calcium flux fluo-8, FDSS agonist mode; activation, % at 2 µM; actives 0.18% (n = 360,000); in the data active means activation above about 30%; further: 0% is about no effect
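TRHR-expressing cells, plated overnight in medium with 10% serum, were loaded with fluo-8 calcium dye at room temperature. After a 10 s baseline, library compound was pin-added and calcium release was recorded kinetically (ex 480/em 530) as agonist response.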
mIDH1 inhibitor: human IDH1 R132H inhibition. O75874. actives 0.093% (n = 390,000). AID 602179. IDH1-R132H enzyme, NADPH consumption, diaphorase/resazurin fluorescence. Potency, µM (top dose mostly 76.6 µM), for inactives: at the highest dose activity change, negative = inhibition, actives largely listed as inhibitors; further: potency means the concentration at half of the fitted maximal effect; on the % scale 0 is the no-effect control and ±100 the full control effect; nearly all actives have a fitted effect of over 65% in size
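IDH1-R132H (0.5 ug/mL) preincubated 30 min with compound, then NADPH (0.016 mM) and alpha-KG (2 mM) added; 80 min at RT, pH 7.5. Remaining NADPH coupled via diaphorase/resazurin to fluorescence (540/590 nm); concentration-response curves normalized to no-enzyme control.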
TrxR1 inh: blocks rat thioredoxin reductase 1; recombinant rTrxR1, NADPH fluorescence consumption, selenite substrate; AID 588453; Potency, µM (titrated, usually from 114 µM), for the others: top-dose activity change, negative = inhibition, hits mostly inhibitors; O89049; actives 1% (n = 390,000); further: potency means the concentration at half of the fitted maximal effect; on the % scale 0 is the no-effect control and ±100 the full control effect; nearly all actives have a fitted effect of over 65% in size
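Rat TrxR1 (90 nM in the dispensed reagent) was pre-reduced with 400 uM NADPH for 5 min at room temperature, then incubated with compound for 15 min. After 400 uM selenite was added, NADPH fluorescence (Ex 340/Em 450 nm) was followed for 8 min.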
D2 agonist: activates the human D2 dopamine receptor; P14416; AID 485358; actives 0.53% (n = 340,000); activation, % at 2 µM; HEK293 T-REx D2 cells, calcium flux agonist mode;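 active means activation over 3 SD above normal in the single-dose calcium agonist read, cut at about 30% in these data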; further: 0% is about no effect
Target sequence (P14416 whole entry, looked up): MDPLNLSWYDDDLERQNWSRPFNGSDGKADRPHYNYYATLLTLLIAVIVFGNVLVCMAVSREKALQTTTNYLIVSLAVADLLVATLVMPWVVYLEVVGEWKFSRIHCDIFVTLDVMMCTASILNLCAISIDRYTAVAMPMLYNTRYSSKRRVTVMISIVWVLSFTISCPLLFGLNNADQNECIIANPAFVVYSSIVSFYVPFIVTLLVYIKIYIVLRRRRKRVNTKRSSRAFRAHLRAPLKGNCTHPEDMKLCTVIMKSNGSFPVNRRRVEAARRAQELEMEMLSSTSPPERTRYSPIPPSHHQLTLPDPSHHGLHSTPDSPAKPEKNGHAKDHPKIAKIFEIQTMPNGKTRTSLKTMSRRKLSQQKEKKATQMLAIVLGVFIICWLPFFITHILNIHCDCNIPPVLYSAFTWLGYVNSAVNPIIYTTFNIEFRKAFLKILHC
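Tetracycline-induced HEK293 T-REx cells with force-coupled D2 receptor, plated overnight at 30 C, loaded with no-wash calcium dye. After a 10 s baseline, compound was pin-added and calcium flux read kinetically for 180 s; calcium rises flagged agonists.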
USP1 inh: blocks the human USP1/UAF1 deubiquitinase complex; Potency, µM (highest dose often 57.1 µM), without a hit: at the highest dose activity change, negative = inhibition, hits mostly inhibitors; actives 0.23% (n = 390,000); recombinant USP1/UAF1, Ub-Rhodamine cleavage fluorescence; AID 743255; further: potency means the concentration at half of the fitted maximal effect; on the % scale 0 is the no-effect control and ±100 the full control effect; nearly all actives have a fitted effect of over 60% in size; inactives centre near -12
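USP1/UAF1 complex at 1 nM was preincubated with compound for 15 min at room temperature, then Ub-Rho substrate (150nM final) was added. Fluorescence (480/540 nm) was read kinetically, 6 reads every 60 seconds.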
D2 antagonist: antagonizes the human D2 dopamine receptor; inhibition, % at 10 µM; P14416; actives 2% (n = 340,000); HEK293 TREx D2 cells, calcium flux, dopamine EC80; in the data active means inhibition above about 30%; further: 0% is about no effect
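Antagonism is scored as inhibition of an EC80 dopamine-evoked calcium signal in a force-coupled, tetracycline-inducible HEK293 T-REx D2 line, with compound present 180 s before agonist.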
Active calls of the source: *; ? = inconclusive; . = no result given; & = joins results of further samples; [ ] = another dose, or the depositor's remark. Unless noted, the call rests on the fitted dose curve; in most records, active means well fitted inhibition curve with a large enough effect; inconclusive means small, poorly fitted or top-dose-only effect; inactive means no such curve, though single readings can be large or run the other way. Not a hit list (roughly 3.9% active in at least one column).

Structure	TrxR1 substrate	TrxR1 inh	TRHR ag	mIDH1 inhibitor	D2 agonist	USP1 inh	D2 antagonist	PI4K2A inh	TRHR enhancer
CC(Oc1ccc(F)cc1)C(=O)Nc1nc(-c2ccc(F)cc2)ns1 (stereo unspecified)	-2%	30%	1.8	-7%	2.3	-20%	.	0	-9
O=C(Nc1cccc(C(F)(F)F)c1)C(Sc1ncnc2ccccc12)c1ccccc1 (stereo unspecified)	-1%	14%	1.2	-5%	1.1	-18%	-18	-5	-7
NC(=O)C1CCN(C(=O)CN(C2CCCCC2)S(=O)(=O)c2ccc(F)cc2)CC1	5%[0.457 µM]	5%	0.5	7%	0.4	5%	11	4	3
CCn1c(C)nc2cc(S(=O)(=O)C(F)(F)C(F)C(F)(F)F)ccc21 (stereo unspecified)	5%[57.1 µM]	14%[57.1 µM]	-0.1	4%	0.1	-24%	18	-6	-15
CCCCn1c(N)c(N(CCOC)C(=O)c2cc3c(s2)CCC3)c(=O)[nH]c1=O	8%[57.1 µM]	14%[11.4 µM]	-0.3	0%	-0.3	-2%	4	1	-4
CC(NC(=O)C(=O)N/N=C/c1ccc(Cl)cc1)c1ccccc1 (stereo unspecified)	0%	9%	-0.8	0%	-1.0	-17%	-10	-7	1
COc1ccc(/C=N/n2c(=O)[nH]c3c([nH]c4ccc(Br)cc43)c2=O)cc1CN1CCOCC1	-8%	-4%	0.0	-7%	0.6	-11%	4	5	-4
CCOC(=O)/C(C#N)=N/Nc1c(S(=O)(=O)Cc2ccco2)csc1C(=O)OC	-4%	-5%	0.1	2%	0.6	-11%	2	-2	-5
COc1cc2c(cc1OC)C(C)N(C(=O)c1ccc(Cl)c(S(=O)(=O)N3CCCCC3)c1)CC2 (stereo unspecified)	5%	17%	2.6	3%	-1.0	-24%	20	-3	0
CN(C(=S)Nc1ccc(F)cc1)C1(c2ccccc2Cl)CCCCC1=O (stereo unspecified)	-5%	-2%	1.2	-8%	0.1	1%	7	-7	-1
O=C(Cn1cccc1C(=O)c1ccccc1)NCc1ccccc1Cl	3%&1%	16%&15%	-0.6&-1.6	-10%	-0.2&-0.2	-20%&-22%	-31	0&6	1&-1
Cc1cccc(-c2nc(CSCC(=O)NCc3cccs3)c(C)o2)c1	-4%	7%	-0.5	0%	-1.6	-6%	1	4	-2
Cc1cc(Cl)ccc1OCC(=O)Nc1ccccc1CO	-1%	10%	-0.5	1%	0.0	-7%	5	-5	-5
Cc1cc2ccccn2c1C(=O)c1ccccc1F	-2%[57.1 µM]	-6%[57.1 µM]	-0.6	10%	.	-16%	.	-1	-1
C=CCNC(=O)CSc1nnc(-c2ccc(S(=O)(=O)N3CCCC3)cc2)n1C	14%[57.1 µM]	40%[activator][57.1 µM]	-0.8	3%	0.8	-16%	1	1	-3
CCOc1ccc(NC(=O)CSc2nc(C)c(C(=O)Nc3ccccc3)c(-c3ccc(Cl)cc3)c2C#N)cc1	-5%	9%	1.9	-5%	1.9	?	.	2	22
Cc1cccc(NC(=O)C(=O)NCC(c2cccnc2)N2CCc3ccccc3C2)c1C (stereo unspecified)	4%[11.4 µM]	21%	-0.3	-5%	-1.6	-10%	.	-3	-5
O=C(O)c1[nH]c2ccc(Cl)cc2c1CC(=O)N1CCN(C(=O)c2ccco2)CC1	16%[57.1 µM]	-59%	0.0	5%	0.5	-6%	-1	1	5
Cc1ccc2oc(=O)c3cnn(CC(=O)N4CCN(c5ccccc5)CC4)c3c2c1	-2%&6%	12%	-2.4&-0.6	22%&-4%	-1.0&-0.7	-11%&3%	-16	1&3	1&8
O=C(CN1C(=O)/C(=C/c2ccc(F)cc2)SC1=S)N1CCN(CCc2ccccn2)CC1	-12%[57.1 µM]	23%[57.1 µM]	-0.4	0%	0.2	-20%	-8	-5	11
CCc1ccc(CNC(=O)CCS(=O)(=O)Cc2ccc(C)cc2)cc1	-12%	-8%	0.3	2%	0.3	-3%	-6	-3	1
CCOc1ccc(Nc2nc3ccccc3c3nnc(CC)n23)cc1	14%	12%	0.2	1%	1.2	-8%	.	-1	8
CCOc1ccc(/C=N/NC(=S)NC2CC3C=CC2C3)cc1 (stereo unspecified)	0%	21%	0.8	-9%	1.7	-7%	-2	3	3
COc1ccc(CCNC(=O)C2CC(c3ccc(C(F)(F)F)cc3)=NO2)cc1 (stereo unspecified)	0%[57.1 µM]	-12%[57.1 µM]	-0.3	-7%	-0.1	-27%	-19	-3	0
Cc1cccc(C)c1NC(=O)CSc1nnc(C)c(=O)[nH]1	-3%	1%	0.3	1%	-0.3	-11%	-3	-1	-4
CC(C)(C)/C(O)=C/c1nc2ccccc2oc1=O	6%	-2%[57.1 µM]	-0.6	3%	-0.5	-10%	0	4	18
CC(C)NC(=O)Cn1c(SCC(=O)c2ccc(F)cc2)nc2ccccc21	2%[57.1 µM]	5%[57.1 µM]	-0.3	1%	-0.5	-6%	-1	-2	2
O=C(CCC(=O)c1ccc(Br)cc1)Nc1cccnc1	3%	22%	0.3	7%	0.7	-21%	-13	-1	-3
Cc1ccc(C)c2c(N)c3c(nc12)CCCCC3 (tested in a mixture with another compound)	3%[57.1 µM]	2%[57.1 µM]	0.4	-1%	.	-6%	.	-4	3
Cc1nn(Cc2ccc(Cl)cc2)c(C)c1NC(=O)c1cc(-c2ccc3c(c2)OCO3)on1	6%	18%	0.8	4%	0.8	-10%	-5	-4	-2

Filtered by structure: the entries above with a cyano group
Structure	TrxR1 substrate	TrxR1 inh	TRHR ag	mIDH1 inhibitor	D2 agonist	USP1 inh	D2 antagonist	PI4K2A inh	TRHR enhancer
CCOC(=O)/C(C#N)=N/Nc1c(S(=O)(=O)Cc2ccco2)csc1C(=O)OC	-4%	-5%	0.1	2%	0.6	-11%	2	-2	-5
CCOc1ccc(NC(=O)CSc2nc(C)c(C(=O)Nc3ccccc3)c(-c3ccc(Cl)cc3)c2C#N)cc1	-5%	9%	1.9	-5%	1.9	?	.	2	22

The list goes on:
Structure	TrxR1 substrate	TrxR1 inh	TRHR ag	mIDH1 inhibitor	D2 agonist	USP1 inh	D2 antagonist	PI4K2A inh	TRHR enhancer
Cc1nnc(SCC(=O)Nc2cc(C(F)(F)F)ccc2Cl)n1C	3%	19%	-3.6	-2%	-1.8	-11%	-6	-1	-13
O=C(Nc1ccc(-c2nc3ccccc3o2)cc1)c1ccc(N2C(=O)C3C4C=CC(C4)C3C2=O)cc1 (stereo unspecified)	147%[activator]	70%[activator]	2.2	4%	1.3	-16%	-9	0	0
COc1ccc(NC(=O)CSc2nc3nc(C)cc(C)n3n2)cc1OC	3%[57.1 µM]	8%[57.1 µM]	-0.7	10%	-0.6	-20%	.	-7	2
COCCCn1c(=N)c(S(=O)(=O)c2ccccc2)cc2c(=O)n3cccc(C)c3nc21	10%	25%	0.5	-4%	.	-35%	.	0	-1
COc1ccc(NC(=O)CS(=O)(=O)c2cn(CC(=O)N3CCOCC3)c3ccccc23)cc1OC	1%	22%	0.6	0%	.	-11%	.	4	1
OCCNCCCOc1cc(Cl)ccc1Cl	6%	17%	-1.5	0%	-0.5	-26%	14	-3	-2
CC(=O)N1CCN(C(=O)c2cc(C)oc2C)CC1	3%	18%	.	-8%	.	-8%	.	2	.
CC(=O)Nc1cc(C)nn1-c1nc2ccccc2s1	2%[57.1 µM]	-12%[57.1 µM]	0.2	7%	0.0	-13%	-11	-2	0
COc1ccc(N2C(=O)CC(c3ccc([N+](=O)[O-])cc3)C2=O)cc1 (stereo unspecified)	4%	21%	-1.0	4%	0.8	-13%	-4	4	4
COc1ccc(NS(=O)(=O)c2ccc(Br)cc2)cn1	-2%	7%	-1.6	2%	-0.5	-6%	-10	4	7
CC(=O)Nc1ccc(NC(=O)COC(=O)c2ccc(S(=O)(=O)NCc3ccco3)cc2)cc1	-3%[2.29 µM]	6%[57.1 µM]	.	5%	.	-25%	.	2	.
CCOc1ccccc1NC(=O)c1ccc2c(c1)C(=O)N(CC)C2=O	5%[57.1 µM]	13%[57.1 µM]	0.0	6%	-1.5	2%	5	2	-2
O=C(N/N=C/c1ccc2ccccc2c1)c1ccc(COc2ccc3c(c2)CCC3)o1	31%[activator]	?	0.5	-7%	-0.8	-12%	0	-7	22
CC(C)Cc1ccc(CN2CCCC(NC(=O)c3ccnn3C)C2)cc1 (stereo unspecified)	-4%	-2%	1.0	5%	-0.2	-19%	16	-4	13
COc1ccc(N2CCN(Cc3nc(N)nc(Nc4ccc(C)c(Cl)c4)n3)CC2)cc1	3%	10%	-2.5	6%	1.6	-20%	-10	3	-1
CC1=C/C(=N\NC(=S)NCCc2ccccc2)CC(C)(C)C1	-10%	-12%	-0.7	0%	-1.5	-19%	-6	5	8
CCn1ccc2c(OCC(=O)NCCc3ccc(OC)c(OC)c3)cccc2c1=O	-1%[57.1 µM]	-4%[57.1 µM]	-0.2	-2%	-0.6	-16%	3	3	0
Cc1ccc(Cn2c(CN3CC(C)OC(C)C3)nc3c2c(=O)n(C)c(=O)n3C)cc1 (stereo unspecified)	-6%[57.1 µM]	-7%[57.1 µM]	0.2	-5%	0.1	10%	-11	-11	2
CN(Cc1cnn(C)c1)Cc1nc(-c2ccc(Cl)cc2)no1	-11%	?	0.9	13%	0.0	-16%	-9	-1	0
Cc1cccc(C(=O)Nc2cc(S(=O)(=O)N3CCOCC3)ccc2N2CCCCC2)c1	8%	20%	0.9	2%	0.4	-23%	7	-4	-4
COc1ccc(C2CC(=O)C=C(NC3CCCC3)C2)cc1 (stereo unspecified)	11%[57.1 µM]	0%[57.1 µM]	-0.5	-4%	.	-7%	.	4	0
Cc1cc(Nc2cccc(Cl)c2)nc(-c2ccccc2O)n1	7%	24%	1.1	6%	.	-25%	.	-5	-1
COc1ccc(-c2nnc3n2CCCCC3)cc1	1%	22%	0.2	-3%	.	-2%	-4	3	1
c1ccc(-c2nnc(OCC3CCCO3)c3ccccc23)cc1 (stereo unspecified)	4%[57.1 µM]	16%[57.1 µM]	-0.5	13%	-0.7	-2%	-18	2	2

Screens as filed in PubChem BioAssay.
